Source: PubChem
FLuc modulator: qHTS profiling assay for firefly luciferase inhibitor/activator using purifed enzyme and Km concentrations of substrates (counterscreen for miR-21 project) | purified FLuc, Km substrates, luminescence inhibition | Potency, µM (titrated, usually from 57.5 µM), for inactives: at the top dose activity change, negative = inhibition, usual class: inhibitors | hit rate 6.9% among 360,000 | Luciferin 4-monooxygenase (Photinus pyralis), P08659;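 also: potency is read from the fitted curve at half-maximal effect; plate controls were vehicle for no effect and reference inhibitor for full effect; nearly all actives have a fitted effect of over 55% in size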
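Biochemical qHTS of compounds, final roughly 60 µM downward over six points, against 10 nM purified firefly luciferase using Km concentrations of substrates (10 uM D-luciferin, 10 uM ATP) in Tris acetate pH 7.5 buffer; luminescence output.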
Tb PFK block: qHTS Assay to Find Inhibitors of T. brucei phosphofructokinase; ATP-dependent 6-phosphofructokinase (Trypanosoma brucei brucei), O15648; T. brucei PFK, ADP-Glo luminescence; Potency, µM (series often up to 57.5 µM), without a hit: top-dose activity, negative = inhibition, hits mostly inhibitors; hit rate 0.17% among 330,000; AID 485367, 2010;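 also: potency is read from the fitted curve at half-maximal effect; 0% = uninhibited 1x PFK enzyme wells and -100% = no-enzyme wells; nearly all actives have a fitted effect of over 60% in size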
Target sequence (O15648 whole entry, looked up): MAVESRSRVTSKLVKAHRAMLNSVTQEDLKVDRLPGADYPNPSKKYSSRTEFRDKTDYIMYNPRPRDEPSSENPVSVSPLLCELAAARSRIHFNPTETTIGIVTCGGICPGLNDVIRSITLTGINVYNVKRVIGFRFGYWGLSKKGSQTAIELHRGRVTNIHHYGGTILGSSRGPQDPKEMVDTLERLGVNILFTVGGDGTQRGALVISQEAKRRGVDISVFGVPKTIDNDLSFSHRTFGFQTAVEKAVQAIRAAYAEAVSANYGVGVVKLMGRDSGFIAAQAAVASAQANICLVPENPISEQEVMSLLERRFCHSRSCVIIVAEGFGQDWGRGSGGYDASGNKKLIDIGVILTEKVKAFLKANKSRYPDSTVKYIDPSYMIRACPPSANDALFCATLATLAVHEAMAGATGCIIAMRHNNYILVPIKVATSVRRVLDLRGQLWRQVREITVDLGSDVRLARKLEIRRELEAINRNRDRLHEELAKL
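In TEA buffer at pH 8.0 with 5 mM MgCl2, enzyme (1.25 nM) converted F6P (0.5 mM) and ATP (0.1 mM) for 45 min at room temperature. ADP product was read by luciferase luminescence.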
FBPA coupling cs: qHTS Assay for Inhibitors of Fructose-1,6-bisphosphate Aldolase from Giardia Lamblia: Coupling assay counterscreen | AID 2472, 2010 | activity change, negative = inhibition, % at 58.2 µM, hits read low | coupling enzyme system counterscreen, AmpLite Red fluorescence | hit rate 0.67% among 290,000; in the data active = activity change below about -30%; also: % is scaled to controls: 0 for no effect and ±100 for the full control effect
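Compounds tested against the coupling enzymes alone at 57.5 uM final; readout was AmpLite Red fluorescence (525/598 nm) after 20 min at RT.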
VP16 counter: VP16 counterscreen qHTS for inhibitors of ROR gamma transcriptional activity. Potency, µM (highest dose often 53.6 µM), for inactives: at the top dose activity, negative = inhibition, most hits filed as inhibitors. hit rate 3.5% among 310,000. Drosophila S2 Gal4-VP16 UAS-luciferase, luminescence, 20 h;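 also: Gal4-VP16 expression switched on by copper sulfate through the metallothionein promoter; potency is read from the fitted curve at half-maximal effect; % is scaled to controls: 0 for no effect and ±100 for the full control effect; nearly all actives have a fitted effect of over 50% in size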
ELG1 genotoxic: qHTS screen for small molecules that induce genotoxicity in human embryonic kidney (HEK293T) cells expressing luciferase-tagged ELG1; Potency, µM (top dose mostly 46 µM), for the others: at the highest dose activity change, positive = activation, actives largely listed as activators; HEK293T ELG1-luciferase reporter, luminescence, 16 h; hit rate 1.3% among 330,000; also: potency is read from the fitted curve at half-maximal effect; % of control where 0% means no effect; nearly all actives have a fitted effect of over 60% in size
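ELG1-luciferase HEK293T cells, 2,000/well; compound pinned in; 16 hr, 37 °C, 5% CO2; ONE-Glo, 30 min RT; luminescence on CCD imager.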
Giardia kill: Small Molecules that selectively kill Giardia lamblia: qHTS; AID 540267, 2011; Giardia lamblia trophozoite viability; activity change, % at 7.66 µM, hits read low; hit rate 0.15% among 340,000; in the data active = activity change below about -80%; inconclusive = between about -30% and that limit;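 also: parasites exposed to compound for two days anaerobically before the ATP read; % is scaled to controls: 0 for no effect and ±100 for the full control effect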
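Giardia lamblia trophozoites (100 cells/well) were incubated with compounds for 48 h at 37 deg C under anaerobic conditions. Viability was read as ATP content by one-step luminescence after 15-30 min at room temperature.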
uPA generation: qHTS for Inhibitors of Cell Surface uPA Generation; cell surface uPA generation assay, qHTS; Potency, µM (highest dose often 38.3 µM), for the others: at the highest dose activity change, negative = inhibition, usual class: inhibitors; hit rate 0.31% among 330,000; AID 540303, 2011; active = well fitted inhibition curve with a large enough effect; inconclusive = small, poorly fitted or top-dose-only effect; inactive = no such curve, though single readings can be large or run the other way; tested in mouse RAW 264.7 cells; also: potency is read from the fitted curve at half-maximal effect; % is scaled to controls: 0 for no effect and ±100 for the full control effect; nearly all actives have a fitted effect of over 55% in size
NPC1 promoter act: qHTS Assay for NPC1 Promoter Activators | Huh7 NPC1 promoter luciferase reporter, 24 h | Potency, µM (highest dose often 9.22 µM), for the others: at the top dose activation, most hits filed as activators | hit rate 2.4% among 320,000 | AID 485313, 2010;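 also: potency is read from the fitted curve at half-maximal effect; % of control where 0% means no effect; nearly all actives have a fitted effect of over 60% in size; reporter is driven by a mutant NPC1 promoter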
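Compounds in DMSO were transferred onto Huh7 NPC1-luciferase reporter cells pre-incubated 2 h; after 24 h at 37 °C, Amplite reagent was dispensed and luminescence recorded 10 min later.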
Rab9 prom act: qHTS Assay for Rab9 Promoter Activators | Huh7 Rab9 promoter-luciferase reporter, luminescence, 24 h | Potency, µM (highest dose often 9.22 µM), for the others: at the top dose activation, negative = inhibition, actives largely listed as activators | hit rate 2.8% among 320,000; also: potency is read from the fitted curve at half-maximal effect; % of control where 0% means no effect; nearly all actives have a fitted effect of over 60% in size
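Cells were plated at 1500 per well in reduced-serum medium with 10% FBS and left 2 h. Compound in DMSO was then added for 24 h at 37 °C. Reporter signal was read by luminescence after 10 min with luciferase detection reagent.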
RORg inh: qHTS for inhibitors of ROR gamma transcriptional activity; Drosophila S2 Gal4-RORgamma UAS-luciferase reporter, 20 h; Potency, µM (titrated, usually from 53.6 µM), for the others: top-dose activity change, negative = inhibition, usual class: inhibitors; hit rate 5.4% among 310,000; also: potency is read from the fitted curve at half-maximal effect; % is scaled to controls: 0 for no effect and ±100 for the full control effect; nearly all actives have a fitted effect of over 60% in size
Target sequence (P51450 whole entry, looked up, the tested form may be a part): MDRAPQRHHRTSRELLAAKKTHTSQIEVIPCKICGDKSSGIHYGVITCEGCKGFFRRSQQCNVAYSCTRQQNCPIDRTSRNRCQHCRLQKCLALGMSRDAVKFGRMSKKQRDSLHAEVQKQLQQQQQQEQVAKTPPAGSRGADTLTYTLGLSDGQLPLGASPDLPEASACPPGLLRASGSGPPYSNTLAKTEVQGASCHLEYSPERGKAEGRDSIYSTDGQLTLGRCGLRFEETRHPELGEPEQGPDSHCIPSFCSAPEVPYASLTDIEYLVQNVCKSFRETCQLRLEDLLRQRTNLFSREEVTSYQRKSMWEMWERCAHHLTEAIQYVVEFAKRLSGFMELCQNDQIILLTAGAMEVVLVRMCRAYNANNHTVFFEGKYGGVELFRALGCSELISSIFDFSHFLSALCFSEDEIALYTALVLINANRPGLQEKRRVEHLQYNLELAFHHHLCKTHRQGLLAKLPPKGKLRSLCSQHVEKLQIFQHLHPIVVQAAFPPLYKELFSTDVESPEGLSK
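A Gal4/UAS one-hybrid system in insect cells: metallothionein-promoter Gal4–ROR gamma fusion plus Photinus luciferase reporter. Copper sulfate 700 uM final, 20 hr ambient incubation, luminescent detection after 10 min with reagent.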
KCNH2 3.1 block: qHTS for Inhibitors of KCHN2 3.1: Mutant qHTS; Potassium voltage-gated channel subfamily H member 2, brain isoform KCNH2 3.1 (human); U2OS KCNH2 3.1, thallium flux FluxOr; stronger effect = lower value; activity change, % (tested at about 1.8 µM); hit rate 0.95% among 340,000;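 active = maximum activity change below -70%; inconclusive = maximum activity change from -70% to -50%; inactive = maximum activity change above -50%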;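 also: thallium influx rate constant from kinetic fluorescence after stimulation buffer; % is scaled to controls: 0 for no effect and ±100 for the full control effect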
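Steps: virus added to U2OS suspension (4 h, RT, dark); medium with 10% FBS added, cells plated, 37 C overnight; FluxOr/Red40 loading buffer 45 min RT; stimulation buffer, 2 min kinetic read; rate constant normalized.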
Active calls of the source: *; ? = inconclusive; / = no result given; & = joins results of further samples; [ ] = remark or other dose. Unless noted, calls follow the shape of the dose curve; as a rule, active = well fitted curve in the direction sought with a large enough effect; inconclusive = small, poorly fitted or top-dose-only effect, or another doubt; inactive = no such curve, though single readings can be large; an effect the other way counts as inactive or inconclusive.

SMILES	FLuc modulator	Tb PFK block	FBPA coupling cs	VP16 counter	ELG1 genotoxic	Giardia kill	uPA generation	NPC1 promoter act	Rab9 prom act	RORg inh	KCNH2 3.1 block
O=C(O)c1cc(-c2ccccc2)n[nH]1	-11%	7%	-1	1%	1%	4	-6%	-1%	0%	32%	/
C=C(C)CSc1nc2nc(C)c(Br)cc2[nH]1	?	2%	-2	-20%	?	/	/	16%	24%	18%	/
Cc1ccc(C)c(NC(=O)C(Sc2ncnc3ccccc23)c2ccccc2)c1 (stereo unspecified)	2%	-1%	2	-4%	9%	9	19%	-1%	1%	-3%	7
COc1ccc(NC(=S)NCc2ccc(S(N)(=O)=O)cc2)c(OC)c1	0%	-4%	0	-1%	1%	2	-3%	-2%	11%	3%	-29
O=C(NCCc1ccccn1)c1ccc(OC2CCN(CCc3ccccc3)CC2)cc1	19µM*	-10%	/	-18%	?	6	-31%	3.2µM*	2.8µM*	-35%	-22
O=C(CCCCCNC(=O)N1CCn2c1nc1ccccc12)N[C@H](Cc1ccccc1)C(=O)O	4%	4%	0	-3%	1%	-8	-5%	2%	-4%	-2%	-5
CCC(C)N1CC(=O)N2C(c3ccc(OC)cc3OC)c3[nH]c4ccccc4c3C[C@H]2C1=O (stereo partly specified)	0%	0%	-3	-8%	-9%	-14	-10%	1%	-5%	7%	6
CCCCCN(C(=O)NC(=O)Nn1cnnc1)S(C)(=O)=O	1%	-2%	1	2%	-6%	20	1%	1%	-8%	-2%	-10
N#Cc1ccc(OCC(=O)OCC(=O)Nc2ccc(N3CCOCC3)cc2)cc1	3%	3%	/	/	-3%	-25	2%	2%	-4%	/	2
CCOC(=O)C(C)Sc1nc2c(c(=O)[nH]c(=O)n2C)n1C/C=C(/C)Cl (stereo unspecified)	-4%	-1%	-1	-7%	0%	-22	-10%	2%	0%	8%	-13
CCCOc1ccc(-c2c(C(=O)N/N=C/c3ccncc3)nnn2-c2nonc2N)cc1	2%	1%	-4	-11%	15%	-9	0%	0%	0%	-6%	11
COc1ccc2ncc(S(=O)(=O)c3ccccc3)c(N3CCN(c4ccccc4)CC3)c2c1	-1%	-1%	0	-1%	0%	?	2%	1%	-2%	-4%	3
Nc1c(C(=O)NCc2cccs2)nnn1CC(=O)Nc1cccc(Cl)c1	-1%	-4%	2	3%	13%	18	-4%	-2%	-2%	11%	9
COc1ccccc1C(=O)NC(CCSC)C(=O)NCc1ccncc1 (stereo unspecified)	7%	4%	/	/	-3%	-10	-1%	-2%	-1%	/	5
CC(C)(C)C(=O)NC1(C(F)(F)F)NC(=O)N(CCc2ccccc2)C1=O (stereo unspecified)	4%	0%	3	20%	-1%	11	4%	-1%	9%	3%	25
Cc1ccccc1NC(=O)Cc1nc(COC(=O)CC(C)c2ccccc2)cs1 (stereo unspecified)	9%	-4%	/	/	1%	-5	7%	-5%	?	/	3
CCCC(=O)c1cn(CC(=O)OC)c2ccccc12	4%	0%	-3	-1%	3%	-13	5%	-2%	3%	-21%[10 µM]	-6
O=C(CCCN1C(=O)c2cccc3cccc(c23)C1=O)NC1CCS(=O)(=O)C1 (stereo unspecified)	4.8µM*	6%	-1	-10%	-9%	-7	1%	1%	3%	15%	-9
O=C(c1ccc2c(c1)OCO2)C1CCCN(Cc2cccc(C(F)(F)F)c2)C1 (stereo unspecified)	0%	0%	/	1%	-5%	7	0%	-3%	2%	-4%	-10
CCOC(=O)C1CCN(C(=O)c2cn(-c3ccccc3)nc2-c2cccnc2)CC1	13µM*	0%	1	4%	1%	/	/	1%	4%	31%	/
COCC(=O)N(Cc1ccc(OC)cc1)Cc1nc2ccccc2c(=O)[nH]1	0%	-6%	2	/	13%	-8	1%	-1%	-8%	29%[0.365 µM]	8
CCOC(=O)C1CN(S(=O)(=O)c2cccs2)c2ccc(CC(=O)OC)cc2O1 (stereo unspecified)	10%	-7%	2	4%	-6%	3	-1%	1%	9%	-17%	5
CCn1cc(C(=O)NCc2ccc(Cl)cc2)c(=O)c2cc(S(=O)(=O)N3CCOCC3)ccc21	3%	1%	0	-6%	-12%	19	11%	0%	1%	26%	-10
CC(=O)Nc1ccc(-c2cn3c(n2)SCC3)cc1	?	-2%	3	1%	?	-2	-4%	?	2.8µM*	-8%	-5
Cc1ccccc1-n1c(-c2ccc(Cl)cc2)cnc1SCC(=O)NC1CCS(=O)(=O)C1 (stereo unspecified)	4%	-3%	-4	?	0%	4	1%	0%	-6%	?	2
Going on with the list.
SMILES	FLuc modulator	Tb PFK block	FBPA coupling cs	VP16 counter	ELG1 genotoxic	Giardia kill	uPA generation	NPC1 promoter act	Rab9 prom act	RORg inh	KCNH2 3.1 block
Cc1ccc(C)c(Cn2nnc3c(=O)[nH]c(C4CCN(C(=O)c5ccco5)CC4)nc32)c1	0%	-2%	0	4%	14%	-2	-2%	0%	-6%	?	10
CCOc1ccccc1OCCCC(=O)N1CCN(S(=O)(=O)c2ccc(C)cc2)CC1	3%	3%	0	2%	-5%	-7	-1%	-2%	4%	-27%	-2
COC(=O)c1ccc(C(NC(=O)OCc2ccccc2)/C(F)=C/[C@@H](C)C(=O)O)cc1 (stereo partly specified)	/	/	11	4%	/	8&-20	-1%	/	/	6%	-13
COc1ccc(C2CC(=O)Oc3c(C(CCN4CCCC(C)C4)c4ccc(N(C)C)cc4)c(OC)cc(OC)c32)cc1 (stereo unspecified)	-1%	3%	2&3	-3%&-8%	3%	4&-12	-25%	0%	2%	-6%&4%	-29
CCOC(=O)c1sc2ccc(S(=O)(=O)N3CC(C)CC(C)C3)cc2c1N (stereo unspecified)	4%	0%	0	-1%	2%	13	5%	-2%	-11%	?	19
Cn1cc(-c2cccc(Cl)c2)cc(C#N)c1=O	5%	3%	0	15%	5%	12	-4%	1%	-3%	-21%	-3
O=C1[C@@H]2Cc3ccccc3CN2C(=O)N1c1cccc(F)c1	-11%	1%	4	10%	15%	5	/	13%	9%	13%	-4
Cc1ccccc1C(=O)NNC(=O)C1CCN(C(=O)Nc2ccccc2)CC1	1%	0%	/	/	2%	8	-2%	-5%	-7%	/	33
CCOC(=O)NCCOC(=O)Nc1ccc(Cl)cc1	-8%	0%	0	-10%	-2%	-5	-9%	-5%	13%	42%	3
CCCCCCn1c(-c2cccs2)n[nH]c1=S	?	-12%	0	?	-5%	9	-7%	0%	18%	2µM*	-1
Cc1cc(C)c(S(=O)(=O)Nc2ccccc2C(=O)N2CCOCC2)c(C)c1	0%	-3%	/	-4%	3%	-16	2%	-4%	-1%	9%	5
Cc1cccc(/N=C/c2c(O)c3ccccc3oc2=O)n1	5.4µM*	11%	8	-6%	7%	-11	10%	-1%	2%	-9%	10

Seven compounds from above, ordered by SMILES length, highest first.
SMILES	FLuc modulator	Tb PFK block	FBPA coupling cs	VP16 counter	ELG1 genotoxic	Giardia kill	uPA generation	NPC1 promoter act	Rab9 prom act	RORg inh	KCNH2 3.1 block
COc1ccc(C2CC(=O)Oc3c(C(CCN4CCCC(C)C4)c4ccc(N(C)C)cc4)c(OC)cc(OC)c32)cc1 (stereo unspecified)	-1%	3%	2&3	-3%&-8%	3%	4&-12	-25%	0%	2%	-6%&4%	-29
COC(=O)c1ccc(C(NC(=O)OCc2ccccc2)/C(F)=C/[C@@H](C)C(=O)O)cc1 (stereo partly specified)	/	/	11	4%	/	8&-20	-1%	/	/	6%	-13
CCOc1ccccc1OCCCC(=O)N1CCN(S(=O)(=O)c2ccc(C)cc2)CC1	3%	3%	0	2%	-5%	-7	-1%	-2%	4%	-27%	-2
Cc1cc(C)c(S(=O)(=O)Nc2ccccc2C(=O)N2CCOCC2)c(C)c1	0%	-3%	/	-4%	3%	-16	2%	-4%	-1%	9%	5
Cc1ccccc1C(=O)NNC(=O)C1CCN(C(=O)Nc2ccccc2)CC1	1%	0%	/	/	2%	8	-2%	-5%	-7%	/	33
Cn1cc(-c2cccc(Cl)c2)cc(C#N)c1=O	5%	3%	0	15%	5%	12	-4%	1%	-3%	-21%	-3
CCCCCCn1c(-c2cccs2)n[nH]c1=S	?	-12%	0	?	-5%	9	-7%	0%	18%	2µM*	-1
